# CR mimetic SO: reduction of superoxide in aged yeast, primary screen, HTS; S. cerevisiae aged cells, superoxide DHE fluorescence; stronger effect = lower value; hit rate 0.18% among 330,000; superoxide response (% of plate mean), % at 10 µM;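 active = superoxide response under a set limit, about three screen SD below normal, cut at about 65% in these data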;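 also: yeast aged for seven days with compound at 30 °C before DHE staining; 100% = average MFI of all compound-treated wells on the plate with controls excluded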
# RPL19A TOR yeast: RPL19A-GFP expression modulators in yeast, primary screen, cell-based, S. cerevisiae, multiplex flow cytometry, MLPCN | S. cerevisiae RPL19A-GFP strain, 3 h; stronger effect = lower value | percent response vs DMSO, % at 10 µM | hit rate 0.3% among 330,000;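 active = percent response vs DMSO below 50%; inconclusive = fewer than 70 events counted for the yeast strain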;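 also: median channel GFP fluorescence of the barcoded RPL19A-GFP strain; ratio of sample median GFP to plate DMSO average so 100% = DMSO; lower means less RPL19A-GFP as with rapamycin TOR inhibition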
# LAP4-GFP MLPCN: modulators of LAP4-GFP expression in yeast, primary screen, S. cerevisiae, multiplex flow cytometry, MLPCN library. hit rate 0.34% among 320,000. GFP response vs DMSO, % at 10 µM. 3 h; median GFP as percent of DMSO wells;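 active = GFP response vs DMSO above a set limit, about the screen mean plus 3 SD, cut at about 150% in these data; inconclusive = under 70 cell events counted for the yeast strain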
# AHR act: AHR activators, primary screen, cell-based, luminescence, luciferase reporter, human | Aryl hydrocarbon receptor (Homo sapiens), P35869 | AHR-responsive luciferase reporter cells | activation, % at 5 µM | hit rate 2.5% among 320,000; in the data active = activation above about 47%;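 also: 0% = vehicle wells and 100% = reference agonist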
# MEP2 TOR yeast: modulators of MEP2-GFP levels in yeast, primary screen, S. cerevisiae, multiplex flow cytometry, MLPCN library. S. cerevisiae MEP2-GFP strain, 3 h; 100% = DMSO control level. GFP response vs DMSO, % at 10 µM. hit rate 0.51% among 330,000;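 active = GFP response versus DMSO above a set limit, roughly screen mean plus 3 SD, cut at about 180% in these data; inconclusive = fewer than 70 cells counted for a yeast strain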;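 also: median GFP fluorescence of the barcode-gated MEP2-GFP cells per well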
# procasp3 activ: activators of human procaspase-3 D3A mutant, primary screen, biochemical, absorbance, PC-3 D3A mutant, single concentration; Caspase-3 (Homo sapiens), P42574; hit rate 0.11% among 330,000; recombinant procaspase-3 D3A, Ac-DEVD-pNA absorbance 405 nm; AID 463141, 2010; activation, % at 8.5 µM;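 active = activation above the mean of all tested compounds plus 3 SD, cut at about 21% in these data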;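 also: 0% = DMSO alone and 100% = DMSO wells spiked with extra 5 µM PC-3 D3A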
# Target sequence (P42574 whole entry D9A/D28A/D175A): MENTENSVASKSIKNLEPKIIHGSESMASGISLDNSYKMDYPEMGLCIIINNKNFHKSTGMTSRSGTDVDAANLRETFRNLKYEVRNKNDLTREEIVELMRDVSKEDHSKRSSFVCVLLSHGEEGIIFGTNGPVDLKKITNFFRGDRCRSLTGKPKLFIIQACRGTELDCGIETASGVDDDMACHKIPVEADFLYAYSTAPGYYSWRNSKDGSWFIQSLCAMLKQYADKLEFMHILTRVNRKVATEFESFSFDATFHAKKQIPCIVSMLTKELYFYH
#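 Assay system: Procaspase-3 D3A mutant, all three cleavage aspartates alanine. Buffer or medium: Zinc-free HEPES saline buffer with Triton X-100. Times: 1 h compound preincubation, 2 h substrate hydrolysis at 25 °C. Measured by: 405 nm absorbance of p-nitroaniline, reads at 0 and 120 min. Read-out basis: percent activation relative to control range. Replicates: singlicate.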
# procasp7 counter: procaspase-7 activators, primary screen, counter-screen for procaspase-3 activator project, biochemical, absorbance, HTS, human | activation, % at 8.5 µM | Caspase-7 (Homo sapiens), P55210 | AID 463210, 2010 | recombinant procaspase-7, Ac-DEVD-pNA absorbance 405 nm; D23A/D198A/D206A triple mutant, cannot self-cleave; scale: DMSO 0, 5 µM enzyme 100 | hit rate 0.093% among 330,000;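 active = percent activation above the screen-wide mean plus 3 SD, cut at about 25% in these data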
# Target sequence (P55210 whole entry D23A/D198A/D206A): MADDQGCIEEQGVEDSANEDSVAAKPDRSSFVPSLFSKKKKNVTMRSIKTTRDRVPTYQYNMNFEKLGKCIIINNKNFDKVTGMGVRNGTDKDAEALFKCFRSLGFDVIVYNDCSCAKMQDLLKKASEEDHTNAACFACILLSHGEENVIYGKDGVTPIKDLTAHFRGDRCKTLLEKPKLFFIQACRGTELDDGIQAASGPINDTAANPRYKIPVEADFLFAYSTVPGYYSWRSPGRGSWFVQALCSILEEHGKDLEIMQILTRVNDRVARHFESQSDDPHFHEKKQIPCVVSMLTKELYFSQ
#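 Assay system – Uncleavable procaspase-7 mutant enzyme · Quantity – 2 µM procaspase-7 mutant as dispensed · Times – 1 h preincubation, 2 h reaction · Dosing – single nominal 8.5 µM compound dose, 0.8% DMSO final · Buffer or medium – Zinc-free 50 mM HEPES buffer, pH 7.4, with NaCl and Triton X-100 · Detection – Epi-absorbance of released pNA at 405 nm, two timepoints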
# JMJD2C inh: inhibitors of GASC-1 histone demethylase, primary screen, biochemical, fluorescence, DELFIA europium; Lysine-specific demethylase 4C (Homo sapiens), Q9H3R0; GST-JMJD2C(1-420) H3K9me3 demethylation; inhibition, % at 2.35 µM; hit rate 0.069% among 330,000; AID 2099, 2009;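 active = more than half of a compound's replicate wells show inhibition beyond 50%, single wells judged on their own value; inconclusive = some, but no more than half, of replicates pass 50% inhibition; inactive = no replicate passes 50% inhibition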;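 also: signal counts dimethyl H3K9 product captured on neutravidin plate; 0% = median of DMSO wells and 100% = 0.3 times that DMSO median; strong numbers were not always called active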
# Target sequence (Q9H3R0 1-420 limits assumed): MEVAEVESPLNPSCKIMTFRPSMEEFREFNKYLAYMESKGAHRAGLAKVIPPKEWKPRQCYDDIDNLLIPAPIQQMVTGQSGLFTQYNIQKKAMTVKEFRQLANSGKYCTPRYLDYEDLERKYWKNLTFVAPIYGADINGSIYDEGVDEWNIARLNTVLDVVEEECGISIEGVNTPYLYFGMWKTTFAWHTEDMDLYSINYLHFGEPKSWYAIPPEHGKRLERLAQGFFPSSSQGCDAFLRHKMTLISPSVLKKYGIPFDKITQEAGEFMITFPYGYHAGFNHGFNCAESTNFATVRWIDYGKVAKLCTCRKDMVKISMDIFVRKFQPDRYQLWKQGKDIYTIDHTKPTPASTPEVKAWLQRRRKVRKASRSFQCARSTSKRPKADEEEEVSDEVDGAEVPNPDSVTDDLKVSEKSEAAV
# The depositor's hits bear a star; u = inconclusive; x = not tested or not shown; & = joins results of further samples; [ ] = another dose, or the depositor's remark. Compounds were not picked by outcome; about 3.8% have a hit in one of these screens.
no.	Structure	CR mimetic SO	RPL19A TOR yeast	LAP4-GFP MLPCN	AHR act	MEP2 TOR yeast	procasp3 activ	procasp7 counter	JMJD2C inh
1	CC(C)(C)OC(=O)NCCCCCc1cn([C@@H](CO)C(=O)NCCCCCCCCCCC(=O)N2CCN(C(=O)OC(C)(C)C)CC2)nn1	91	101	94	-7	99	2	3	2
2	CC(=O)c1ccc(Nc2ccc(-c3ccccc3C)nn2)cc1	102	102	102	5	104	-2	-16	8
3	CC(O)CNCCOc1ccccc1OCc1ccccc1 (stereo not given)	110	94	97	0	100	1	7	9
4	COc1ccc(NC(=O)CSc2nc3ccc(Nc4nc(N5CCOCC5)nc(N5CCOCC5)n4)cc3s2)cc1	91	96	110	4	99	-6	2	-9
5	COc1ccccc1CNC(=O)COC(=O)c1ccc([N+](=O)[O-])o1	124	98	95	-2	97	0	11	1
6	CCCCOc1ccc(C(=O)N2CCN(CC(=O)Nc3ccc(C)cc3)CC2)cc1OC	85	87	83	3	u	1	1	-3
7	COc1ccc(NC(=O)CCOc2ccccc2F)cc1S(=O)(=O)N1CCCCC1	81	101	106	-1	107	-2	1	-7
8	CSc1ccc(S(=O)(=O)NCc2ccccc2C)cc1	101	94	94	2	92	2	3	-4
9	COc1ccc(S(=O)(=O)N2CCC(C(=O)NCCN3CCOCC3)CC2)cc1	90	99	98	-1	102	9	9	6
10	COC(=O)C[C@H]1c2ccccc2S(=O)(=O)N1Cc1ccc(OC)cc1	102	100	101	1	108	-1	-3	84
11	Cn1c(=O)c2c(ncn2CC(=O)N/N=C/C=C/c2ccccc2[N+](=O)[O-])n(C)c1=O	100	101	102	61*	96	-3	0	-25
12	COc1ccccc1N1CCN(CCCCN2C(=O)C3CCCCN3C2=O)CC1 (stereo not given)	100	103	92	-1	104	0	-8	7
13	CCOC(=O)C1CCCN(c2ccc(NC(=O)c3snc4c(=O)[nH]cnc34)cc2)C1 (stereo not given)	100	100	103	0	101	2	3	16
14	Cc1ccc(C(=O)Nc2nc(-c3cccnc3)cs2)o1	96	98	111	70*	108	-13	1	3
15	O=C1[C@@H]2C(Cc3ccc(O)cc3)NC3(C(=O)Nc4ccc(F)cc43)[C@@H]2C(=O)N1c1ccc(F)cc1 (stereo not given in full)	103	95	89	5	93	1	7	2&-4
16	COc1cc(OC)c(N2CC34C=CC(O3)C(C(=O)O)C4C2=O)cc1Cl (stereo not given)	102	97	100	1	101	1	-4	8
17	CC(=O)Nc1ccc2sc(C)nc2c1	96	103	107	0	100	-1	-5	-9
18	NS(=O)(=O)c1ccc(CNC(=O)c2cc(-c3cccnc3)nc3ccccc23)cc1	114	106	90	7	100	2	1	-12
19	COc1ccccc1N1CCN(C(=O)C2CC(=O)N(c3ccccc3)C2)CC1 (stereo not given)	100	98	104	-1	102	-3	-8	6
20	COc1ccc(NC(=S)N(CCCN2CCOCC2)Cc2cn(C)c3ccccc23)cc1OC	89	97	93	6	100	-20	-14	-15
21	CCOc1ccc(NC(=O)CN2C(=O)NC(CCSC)C2=O)cc1 (stereo not given)	100	100	102	2	98	-3	5	-6
22	Cc1sc2nc(C(C)C)nc(SCC(=O)NC3CC3)c2c1C	99	99	98	15	106	10	0	u
23	CC(=O)c1ccc(NC(=O)CSc2nnc(-c3ccco3)o2)cc1	100	99	99	0	102	4	2	-12
24	Cc1[nH]c2ccc(F)cc2c1CCN(Cc1ccncc1)C(=S)Nc1ccccc1	94	95	83	3	102	3	17	-1
25	O=C(NCCCn1ccnc1)c1ccc(NS(=O)(=O)c2ccc(Cl)c(Cl)c2)cc1	99	107	109	13	111	-6	-6	-3
26	COc1cc(CN2CCN(CCOCCO)CC2)cc(OC)c1OC	88	98	111	-1	106	-7	5	-6
27	Cc1c(NS(=O)(=O)c2ccc(N=NN(C)C)cc2)c(=O)n(-c2ccccc2)n1C	87	90	79	0	85	2	8	-16
28	COc1ccc(NC(=O)N2CCCc3cc(C)ccc32)c(OC)c1	105	106	90	9	99	-11	-28	-9
29	O=C1CSC(=Nc2ccc(F)cc2)N1	95	105	105	1	110	-5	1	-3
30	CCOc1ccc(CC(=O)N2N=C(C)CC2(O)C(F)(F)F)cc1 (stereo not given)	75	103	93	4	98	5	-8	2
31	COC(=O)C(C(C)=O)C1=C/C(=N\S(=O)(=O)c2ccc(C)cc2)c2ccccc2C1=O (stereo not given)	161	102	109	35	107	-18	-23	-6
32	CCOc1c(Cl)cc(CNCC(C)C)cc1OC	98	x	97	-3	99	0	-8	-2
33	COc1ccc(CCC(=O)NCCOc2ccccc2Cl)cc1	102	28*[may fluoresce violet]	70[may fluoresce violet]	1	185*[may fluoresce violet]	6	1	3
34	COc1ccc(OCC(=O)Nn2c(-c3cccc(OC)c3)nc3ccccc3c2=O)cc1	93	102	98	4	103	2	13	-1
35	COc1cc(/C=C/C(=O)O)cc(S(=O)(=O)Nc2ccc3nc(SC)sc3c2)c1OC	114	106	95	-1	109	10	10	2
36	COc1cccc(Cn2cccc(NC(=O)Nc3cccc(C#N)c3)c2=O)c1	78	96	99	-3	105	6	5	-1
37	CCOC(=O)c1c(C)nc2c(c1-c1ccccc1)C(=O)CC(C)(C)C2	91	102	100	-1	103	9	-3	4
38	CN(CC(=O)Nc1ccccc1Cl)C(=O)COC(=O)c1cc(S(=O)(=O)N(C)C)ccc1N1CCCC1	112	94	108	-2	101	-7	0	-4
39	Nc1c(N(CCO)C(=O)C2CCCC2)c(=O)[nH]c(=O)n1Cc1ccccc1	104	102	115	2	109	7	16	-14
40	COc1cc2[nH]c3c(c2cc1OC)CCN1CCCC[C@@H]31	105	96	103	34	102	1	-1	-17
41	COc1ccc(OC)c(NC(=O)[C@@H]2CCCN2C(=O)c2cccs2)c1	93	102	94	9	101	1	-5	3
42	Cc1ccc(NS(=O)(=O)c2cccc(C(=O)O)c2)cc1S(=O)(=O)N1CCOCC1	100	97	88	0	104	1	-3	1
43	O=C(O)Cn1cc(C(=O)c2ccco2)c2ccccc21	102	99	104	1	107	-4	2	13
44	Cc1nccc(-c2ccc(-n3cnc4ccccc43)cc2)n1	91	98	112	83*	97	4	5	3
45	c1ccc2c(CCN3CCNC[C@H]3Cc3cccc4ccccc34)cccc2c1	104	101	101	16	98	5	2	-7
46	Cc1ccccc1N1CC(C(=O)O)CC1=O (stereo not given)	101	99	98	-3	103	5	0	-18
47	Cc1ccnc(-n2c(CCN3C(=O)c4ccccc4C3=O)nc3ccccc3c2=O)c1	90	96	108	-2	102	-5	6	4
48	CCOC(=O)N1CCN(C(=O)Nc2ccc3oc(C)nc3c2)CC1	114	94	92	0	98	-5	-12	-10
49	Cc1ccc(S(=O)(=O)N(C)c2ccc(OC(=O)c3cc(=O)[nH]c4ccccc34)cc2)cc1	116	94	98	6	99	-1	-16	x
50	O=C(C/C=N/OCc1c(Cl)cccc1Cl)c1cnc(-c2ccccc2)s1	103	100	99	3	102	-10	1	-3
51	CCC(C(=O)NCCC1=CCCCC1)n1nc(C)c2c(C)n(-c3ccccc3)nc2c1=O (stereo not given)	118	87	99	1	100	-3	-13	8
52	COc1ccccc1NS(=O)(=O)c1ccc(C(=O)NCc2ccc(S(N)(=O)=O)cc2)cc1	108	93	96	-2	101	7	7	3
53	O=C(Nc1ccc(Cl)c(S(=O)(=O)N2CCCCC2)c1)c1cccnc1	98	97	95	7	103	2	-7	4
54	O=C1C(=O)c2ccccc2C(O)=C1c1ccccc1F	175	109	107	3	101	-12	1	-7
55	CC1CC(C)CN(c2ccc(C(=O)NCc3ccc4c(c3)OCO4)cc2[N+](=O)[O-])C1 (stereo not given)	96	102	102	6	102	4	6	6
56	O=C1CNC(=O)/C(=C\c2ccccc2)N1	91	107	91	-1	108	6	6	-39
57	O=C(c1ccco1)N1N=C(c2ccc(Br)cc2)CC1(O)C(F)(F)F (stereo not given)	106	95	102	2	99	1	10	11
58	CC(=O)c1sc(NC(=O)CS(=O)(=O)c2ccc(F)cc2)nc1C	96	93	92	-1	93	5	0	-5
59	O=C(COC(=O)/C=C/c1cccc([N+](=O)[O-])c1)NCCCN1CCCC1=O	103	108	97	1	96	6	1	-6
60	COc1ccc(S(=O)(=O)N2CCCCC2)cc1NC(=O)C1CC(=O)N(c2ccc3c(c2)OCCO3)C1 (stereo not given)	93	88	91	3	94	-1	2	-23

# The results go on:
no.	Structure	CR mimetic SO	RPL19A TOR yeast	LAP4-GFP MLPCN	AHR act	MEP2 TOR yeast	procasp3 activ	procasp7 counter	JMJD2C inh
61	COc1cccc(CC(=O)OCC(=O)NC(C)c2ccc(F)cc2)c1 (stereo not given)	85	106	105	1	105	-11	-3	-2
62	COC(=O)C1=C(C)N(Cc2ccccc2)C(=NCCc2c[nH]c3ccccc23)N[C@H]1c1cccc(C(F)(F)F)c1	106	102	107	36	104	-9	-2	x
63	O=C/C(=C\Nc1ccc(Cl)cn1)c1nc2ccccc2o1	99	99	102	36	105	-25	-2	-7
64	COc1cc(NC(=O)COC(=O)CSc2cc(C)ccc2C)c(C)cc1[N+](=O)[O-]	96	99	87	31	103	5	2	10
65	Cc1cccn2cc(-c3cc4ccccc4oc3=O)nc12	110	97	104	4	102	0	7	17
66	COc1ccc(/C=C/c2c(-c3ccc(OC)cc3)oc3ccc(-c4ccc(OC)cc4)cc23)cc1	91	100	100	-2	106	0	6	-7
67	CC(C)c1ccccc1NC(=O)c1ccccc1NC(=O)C1CCCCC1	94	104	97	5	111	6	0	11
68	Cc1ccc2c(c1)N(CC(=O)Nc1ccccc1F)C(=O)CO2	97	103	95	-4	103	-10	-7	-2
69	C#CCOCCOCCOCCNc1nc(N2CCN(C(=O)CCCCCCCCCCNC(=O)[C@H](CCCCN)n3cc(CCCC(=O)O)nn3)CC2)nc(N2CCN(C(=O)CCCCCCCCCCNC(=O)[C@H](CCCN=C(N)N)n3cc(C[C@@H](C)CC)nn3)CC2)n1	95	81	178*	-1	99	2	-2	6
70	COc1ccc(CCNC(=O)CN(c2ccc(OC)c(OC)c2)S(=O)(=O)c2ccc(C)cc2)cc1	106	103	104	4	103	-2	-7	4
71	COc1ccc2ncc(S(=O)(=O)c3ccccc3)c(N3CCN(c4ccccc4)CC3)c2c1	104	106	94	6	100	4	10	2
72	CCn1c(=O)c(C(=O)CN2CCc3ccccc32)c(N)n(Cc2ccccc2)c1=O	89	104	88	16	104	-3	-1	9
